mIAP act – activators of mouse IAP, primary screen, biochemical, luminescence, uHTS | intestinal alkaline phosphatase [Mus musculus] | muIAP, CDP-Star luminescence, 30 min; stronger effect = higher value; 1 = vehicle-only enzyme signal, 0 = enzyme-free wells | activation factor at 10 µM | 330,000 tested, 0.24% active | AID 2805, 2010;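 active = activation factor of at least 2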; also: the source names both 10 and 20 µM as test concentration; values of inactives mirror those of a sister screen read the other way
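Assay system: mouse IAP enzyme / Compound: DMSO-dissolved test compounds / Timing: 30 min, room temperature / Measured by: luminescence from enzymatic CDP-Star hydrolysis / Control set: DMSO-only wells, enzyme-free buffer wells as negative control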
SENP1 FRET inh – human SENP1 catalytic domain inhibitors, primary screen, biochemical, FRET, uHTS. recombinant SENP1 catalytic domain, CyPet-SUMO1-YPet FRET cleavage. inhibition, % at 10 µM. 360,000 tested, 0.21% active. AID 624204, 2012;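 active = inhibition at least 30% at 10 µM, raw YFP signal under a set limit, fluorescence ratio 0.5 to 1.5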;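 also: 0% = enzyme with DMSO and 100% = no enzyme wells; some results filed as inactive read as strong as hits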
Target sequence (Q9P0U3 419-644 limits assumed): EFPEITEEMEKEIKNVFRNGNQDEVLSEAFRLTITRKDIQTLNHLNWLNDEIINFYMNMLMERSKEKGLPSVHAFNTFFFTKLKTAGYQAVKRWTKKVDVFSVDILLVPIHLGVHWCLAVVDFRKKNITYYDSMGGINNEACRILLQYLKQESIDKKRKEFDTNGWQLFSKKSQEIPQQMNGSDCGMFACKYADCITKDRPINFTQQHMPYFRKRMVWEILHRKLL
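Compound: 10 µM single point, 0.5% DMSO; Test system: hSENP1 catalytic domain, recombinant; Timing: 50 min reaction at room temperature; Technique: FRET, CFP and YFP emission; Control set: no-enzyme wells low, DMSO-plus-enzyme wells high control.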
A3A deaminase – APOBEC3A ssDNA deaminase inhibitors, primary screen, selectivity assay for APOBEC3G inhibitor project, biochemical, FAM/TAMRA oligo cleavage fluorescence; recombinant A3A, FAM/TAMRA ssDNA deamination fluorescence; inhibition, % at 20 µM; 330,000 tested, 0.41% active; AID 493011, 2011;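 active = at least 40% inhibition at 20 µM here, with at most 30% in a related deaminase screen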;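 also: plate controls were A3A with DMSO for no effect and wells lacking A3A enzyme for full effect; some results filed as inactive read as strong as hits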
Target sequence (P31941 whole entry, looked up): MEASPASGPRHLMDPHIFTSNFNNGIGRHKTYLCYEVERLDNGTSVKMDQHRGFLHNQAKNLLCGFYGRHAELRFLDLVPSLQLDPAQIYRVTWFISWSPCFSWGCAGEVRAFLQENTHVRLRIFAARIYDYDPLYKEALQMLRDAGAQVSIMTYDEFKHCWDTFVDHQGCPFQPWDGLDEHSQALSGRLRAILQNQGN
APOBEC3G inh – APOBEC3G DNA deaminase inhibitors, primary screen, biochemical, fluorescence, single-stranded DNA substrate, uHTS; DNA dC->dU-editing enzyme APOBEC-3G (Homo sapiens), Q9HC16; recombinant A3G, ssDNA deamination FAM/TAMRA fluorescence; 330,000 tested, 0.28% active; inhibition, % at 20 µM;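 active = inhibition of at least 40% at 20 µM, with no more than 30% in the related APOBEC3A deaminase screen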;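 also: plate controls were DMSO wells with A3G for no effect and wells lacking A3G enzyme for full effect; some compounds called inactive have numbers as strong as hits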
Target sequence (Q9HC16 whole entry, looked up): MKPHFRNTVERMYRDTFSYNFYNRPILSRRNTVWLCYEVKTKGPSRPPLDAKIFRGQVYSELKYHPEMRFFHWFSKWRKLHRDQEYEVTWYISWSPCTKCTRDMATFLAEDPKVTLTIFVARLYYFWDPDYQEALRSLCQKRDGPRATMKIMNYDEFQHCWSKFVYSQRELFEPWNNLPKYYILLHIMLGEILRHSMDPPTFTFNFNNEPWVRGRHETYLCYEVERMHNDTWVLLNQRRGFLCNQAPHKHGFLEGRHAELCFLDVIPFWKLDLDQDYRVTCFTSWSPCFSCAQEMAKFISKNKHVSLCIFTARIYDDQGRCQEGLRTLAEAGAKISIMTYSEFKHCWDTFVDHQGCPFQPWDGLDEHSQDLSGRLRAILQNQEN
hIAP act – human IAP activators, primary screen, biochemical, luminescence, uHTS; AID 2524, 2010; Intestinal-type alkaline phosphatase (Homo sapiens), P09923; purified human IAP, CDP-Star luminescence, 30 min; stronger effect = higher value; 1 = vehicle-only enzyme, 0 = enzyme-free background; activation factor at 10 µM; 330,000 tested, 0.16% active;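 active = activation factor of the enzyme at least 2-fold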; also: the source names both 10 and 20 µM as test concentration; values of inactives mirror those of a sister screen read the other way
hIAP inh – human IAP inhibitors, primary screen, biochemical, luminescence, uHTS | purified IAP, CDP-Star luminescence, 30 min | inhibition, % at 10 µM | 330,000 tested, 0.12% active | AID 2544, 2010;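 active = inhibition reaching a set limit with compound at 10 µM in the primary screen, cut at about 35% in these data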;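 also: plate controls were DMSO wells with enzyme for no effect and no-enzyme buffer wells for full effect; values of inactives mirror those of a sister screen read the other way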
NALP3 yeast inh – NALP3 inflammasome inhibitors in reconstituted yeast, primary screen, luminescence, uHTS | Yeast reconstituted NLRP3/ASC/caspase-1, beta-gal luminescence, 24 h | inhibition, % at 10 µM | 330,000 tested, 0.39% active | AID 2825, 2010;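 active = inhibition of 50% or more; inactive = inhibition below 50%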;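 also: plate controls were induced DMSO wells for no effect and uninduced yeast grown without galactose for full effect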
mIAP block – inhibitors of mouse IAP, primary screen, biochemical, luminescence, uHTS. inhibition, % at 10 µM. purified mouse IAP, CDP-Star luminescence, 30 min. 330,000 tested, 0.2% active;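 active = inhibition of at least 40% at 10 µM in the primary screen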;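 also: plate controls were DMSO with enzyme for no effect and no enzyme wells for full effect; values of inactives mirror those of a sister screen read the other way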
MIN6 prolif – inducers of MIN6 beta-cell proliferation, primary screen, ATP luminescence, uHTS; MIN6 cells proliferation, ATPlite luminescence, 48 h; cells starved in 0.2% serum; 100% = growth in 10% serum; proliferation, % at 10 µM; 330,000 tested, 0.29% active; AID 2380, 2010;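 active = compounds whose signal lies at least 3.5 SD above the mean of all wells on their plate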;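 also: 0% = DMSO-treated cells in low-serum medium and 100% = 10% serum control; some compounds called inactive have numbers as strong as hits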
Active calls of the source: *; . = not tested or not shown.

SMILES	mIAP act	SENP1 FRET inh	A3A deaminase	APOBEC3G inh	hIAP act	hIAP inh	NALP3 yeast inh	mIAP block	MIN6 prolif
COCCn1c(SCC(=O)Nc2cc(C)on2)nc2cc(Cl)ccc2c1=O	1.03	2.3	-4.9	-9.0	0.945	5.5	10.5	-2.8	-0.1
O=C(COC(=O)Cc1ccsc1)NCc1ccccc1	1.12	1.9	-7.6	-6.3	0.983	1.7	10.9	-11.6	-1.3
Cc1nn(-c2ccccc2)c2[nH]c(=O)c(CNCCN3CCOCC3)cc12	1.05	-3.2	-1.2	-3.0	0.855	14.5	27.6	-4.9	2.0
S=c1[nH]ncn1/N=C/c1ccccn1	1	1.5	-1.0	0.6	1.07	-7.0	6.2	-0.1	-1.3
O=C(Cn1cnc2ccccc21)N/N=C/c1ccccc1	1.04	2.0	-2.7	-10.1	1.13	-12.8	-1.9	-4.1	3.5
CC(=O)NS(=O)(=O)c1ccc(NC(=O)CSc2ccc(Cl)cc2)cc1	0.887	.	-0.8	-4.9	0.95	5.0	11.9	11.3	0.7
Cc1cccc(/N=C2/NC(=O)C(Cc3ccccc3)S2)n1 (stereo not given)	1.06	-0.8	-8.0	-6.1	1.15	-15.3	14.3	-5.7	-1.7
Cc1cccc(C)c1NC(=S)NCCCN1CCCC1=O	0.986	1.4	0.1	-6.4	0.989	1.1	7.8	1.4	0.0
O=C(NCc1ccccc1)c1sc(=S)n2c1[nH]c(=O)c1ccccc12	0.841	3.2	-3.3	-9.6	1.04	-3.9	-13.0	15.9	-6.5
Cc1ccc(S(=O)(=O)N2CCOCC2)cc1C(=O)Nc1nc(-c2ccccn2)cs1	0.936	0.7	2.0	5.5	1.36	-35.9	6.3	6.4	-3.8
CCC(=O)[C@@]1(C)[C@H](C)C[C@H]2[C@@H]3CCC4=CC(=O)C=C[C@]4(C)[C@H]3[C@@H](O)C[C@@]21C	1.01	-2.4	-2.2	-9.5	1.05	-5.4	18.7	-0.6	0.7
C=CCNc1nc(Nc2cc(Cl)ccc2OC)nc(OC)n1	1.02	0.7	4.2	-8.0	1.16	-16.3	19.3	-2.4	0.2
CCCNC(=O)c1ccccc1NC(=O)CSCc1ccc(OC)cc1	1.05	-0.3	11.8	-5.9	1.05	-4.7	16.7	-4.6	-2.4
Cc1noc(NS(=O)(=O)c2ccc(NC(=O)c3ccc(F)cc3)cc2)c1C	0.99	1.8	-4.6	-8.3	0.935	6.5	-7.4	1.0	-0.4
CCOC(=O)c1[nH]c2c(c1C)C(=O)CC(c1ccc(F)cc1)C2 (stereo not given)	0.997	2.2	-0.8	-5.6	0.978	2.2	13.5	0.3	-3.2
COCCn1c(SCC(=O)NCc2ccc(F)cc2)nc2ccccc21	1.04	-1.0	-3.4	-1.0	1.1	-10.4	-14.2	-3.8	-0.5
Cc1ccnc(NC(=O)CCc2c[nH]c3ccccc23)c1	0.979	1.0	-4.3	-6.4	1.18	-18.0	16.5	2.1	2.1
O=S(NCc1ccco1)C12CC3CC(CC(C3)C1)C2 (stereo not given)	0.988	-4.7	-0.4	-3.8	1.09	-8.6	12.1	1.2	-4.2
CCc1ccc(NS(=O)(=O)c2cc(OC)ccc2OC)cc1	0.984	0.8	-4.1	-8.5	0.836	16.4	30.8	1.6	-2.3
O=C(CNC(=S)N(Cc1ccccc1)Cc1cccnc1)N1CCOCC1	1.02	-1.1	1.6	-3.6	1.17	-16.7	5.9	-1.9	-2.3

Just MIN6 prolif, for some of the entries so far:
Molecule | MIN6 prolif
Cc1cccc(/N=C2/NC(=O)C(Cc3ccccc3)S2)n1 (stereo not given) | -1.7
Cc1cccc(C)c1NC(=S)NCCCN1CCCC1=O | 0.0

The results go on.
SMILES	mIAP act	SENP1 FRET inh	A3A deaminase	APOBEC3G inh	hIAP act	hIAP inh	NALP3 yeast inh	mIAP block	MIN6 prolif
N#CCCn1cc(/C=N/NC(N)=S)c(-c2ccc(-c3ccccc3)cc2)n1	1.13	3.4	-3.2	-11.0	1.11	-10.7	1.4	-13.2	-4.7
COc1ccc(C(=O)NCCCCCC(=O)O)cc1OC	0.955	1.5	0.1	1.8	0.889	11.1	1.5	4.5	-1.4
CC(=O)c1ccc(NC(=O)c2cccc(NC(=O)c3ccccc3)c2)cc1	0.915	3.5	-1.6	-7.3	1.01	-0.6	13.9	8.5	-2.7
CC(C)(C)CC(=O)NCCCN1CCOCC1	1.15	0.6	-4.7	0.0	0.938	6.2	-1.7	-14.6	-2.1
Brc1ccc(-n2cnc(-c3ccccc3)c2)cc1	0.97	-2.4	-1.6	-8.0	1.06	-5.7	51.7*	3.0	-5.5
CCOC(=O)c1c(NS(C)(=O)=O)sc2c1CCC(C)C2 (stereo not given)	0.849	-116.1	-3.3	-1.7	1.17	-16.7	-4.4	15.1	7.3*
Cc1ccccc1-n1nc2c(c1NC(=O)c1cccs1)CS(=O)(=O)C2	0.989	2.4	-4.7	-3.3	0.945	5.5	-3.6	1.1	2.4
Cc1ccc(Cl)cc1NC(=O)C(=O)N1CCCCC1	1.01	1.8	-2.0	-5.4	0.957	4.3	2.2	-1.4	-1.5
CCN(C1=NS(=O)(=O)c2ccccc21)N(CC)S(=O)(=O)c1ccc(C)cc1	0.789	3.2	-0.2	-3.7	1.04	-3.9	12.2	21.1	0.9
O=C(NCC(O)c1ccccc1)c1ccc(Cl)c(S(=O)(=O)N2CCCCC2)c1 (stereo not given)	0.929	1.0	-0.2	14.3	1.11	-10.8	20.3	7.1	-0.6
COc1ccc(C(=O)NCCN2CCOCC2)cc1[N+](=O)[O-]	1.09	0.7	-5.0	-7.4	0.928	7.2	20.3	-8.9	-2.2
CCOC(=O)C[n+]1c(C)ccc2c1CCC2	0.958	5.2	-1.8	-5.1	0.944	5.6	-1.8	4.2	-2.9
O=C(CCS(=O)(=O)Cc1cccc(Cl)c1)NCCc1ccccc1	1.1	3.4	13.5	-8.3	1.13	-13.2	0.9	-9.9	-0.3
CC(=O)c1ccc(N2CCN(C(=O)CCC(=O)c3cccs3)CC2)cc1	1.01	-2.2	-0.7	-4.5	1.13	-12.6	12.5	-1.1	-2.1
COc1ccc(CCNS(=O)(=O)c2cc3c4c(c2)C(C)C(=O)N4CCC3)cc1OC (stereo not given)	0.905	-2.8	-3.7	-5.4	0.97	3.0	10.4	9.5	0.5
Cc1ccc(/C=C/C(=O)OC(C)C(=O)Nc2ncc(Cl)cc2Cl)o1 (stereo not given)	0.949	3.1	5.9	-9.1	1.09	-9.1	4.8	5.1	0.0
Cc1ccc(CNC(=O)C2CC3Cn4c(nc5ccccc54)C3N2C)o1 (stereo not given)	0.991	-4.4	-0.1	-8.5	0.823	17.7	15.1	0.9	0.4
COc1ccc(Sc2nc(-c3ccccc3)ncc2OC)cc1	0.983	1.5	-2.3	-10.0	0.915	8.5	15.7	1.7	0.4
CCOc1cc(OCC)cc(C(=O)NCc2ccco2)c1	1.07	2.2	3.5	-3.1	0.984	1.6	13.4	-7.2	-1.8
O=C(CNC(=O)c1ccccc1F)NCCN1C(=O)S/C(=C\c2ccccc2Cl)C1=O	0.914	3.0	0.6	-6.4	0.959	4.1	6.4	8.6	-2.3
CN(Cc1cccc(F)c1)C(=O)c1ccc2c(=O)n3c(nc2c1)CCC3	0.943	-0.3	-3.8	-7.6	1.03	-3.0	-8.0	5.7	-0.1
O=c1cc(-c2ccncc2)oc2ccccc12	1.01	0.6	-2.9	-4.0	1.11	-10.8	22.8	-0.8	-2.4
CN(CC(=O)Nc1cccc(F)c1)C(=O)CSc1ccccc1F	1.01	2.7	8.4	4.1	0.975	2.5	19.0	-1.2	4.8
COc1cccc(NC(=O)C(Sc2nnc(Nc3ccccc3C)s2)c2ccccc2)c1 (stereo not given)	1.2	1.3	-4.7	-10.5	1.1	-10.1	-9.0	-19.9	-6.6
CC1=Nc2ccccc2N=C(N)C1c1ccccc1 (stereo not given)	0.955	35.5*	-2.3	-6.7	1.05	-5.0	3.3	4.5	-3.4
O=C(Nc1cccc2ncccc12)c1ccc(Cl)cc1	0.728	3.9	65.5*	19.9	1.04	-4.5	35.4	27.2	-2.9
O=C1CCCN1CCCNS(=O)(=O)c1ccc(Br)cc1	0.926	3.7	-4.4	-8.9	0.929	7.1	14.5	7.4	-1.9
CCc1ccc(NC(=O)C2C3/C=C\CCCCC32)cc1 (stereo not given)	1.02	1.9	16.8	0.8	0.998	0.2	10.0	-1.9	4.9
Cn1c(=O)cc(OCC(=O)NCCCN2CCN(c3cccc(Cl)c3)CC2)c2ccccc21	1.02	4.9	-1.5	-5.1	1.03	-3.3	5.8	-2.2	-3.5
COc1ccc(-c2csc(NC(=S)NC(=O)c3cccs3)n2)cc1OC	0.732	-5.7	3.8	21.9	0.914	8.6	9.1	26.8	-0.4
O=C(O)C1CCC(Cn2c(SCc3cc(=O)n4ccccc4n3)nc3ccsc3c2=O)CC1 (stereo not given)	1.02	1.3	0.5	-6.1	0.962	3.8	16.8	-2.5	-2.9
O=C(O)CN1CCc2ccccc2C1	0.917	-4.3	-3.1	-7.2	1.03	-2.8	-16.3	8.3	-0.4
CC(C)(C)CC(C)(C)N1CNC(=S)NC1	1.05	1.5	-5.8	-8.4	0.935	6.5	-10.6	-4.9	-1.3
COCc1nnc(NC(=O)CSCc2ccccc2)s1	0.985	1.4	-0.3	-2.3	0.991	0.9	11.9	1.5	0.7
Clc1ccccc1N1CCN(Cc2ccc(Br)o2)CC1	1.07	1.5	1.0	-4.1	1.01	-1.0	11.4	-7.2	-0.1
CC(C)c1ccc(NC(=O)C(=O)c2cn(CC(=O)N3CCCCC3)c3ccccc23)cc1	0.934	2.4	-1.5	-0.7	0.892	10.8	5.4	6.6	0.0
COc1cccc(NC(=O)Cc2nnc(SCC(=O)NC3CCCC3)n2C)c1	0.962	0.7	-4.1	-11.6	1.11	-11.2	3.6	3.8	-2.2
COc1ccc(CCC(C)NCc2ccc(Cl)c(Cl)c2)cc1 (stereo not given)	0.925	1.8	-4.7	-7.4	0.979	2.1	38.7	7.5	-2.8
Cc1cccc(NC(=O)Nc2ccc(Cl)cc2)n1	0.998	5.1	-1.9	4.2	0.841	15.9	29.9	0.2	-3.8
Cc1ccc(NC(=O)COC(=O)CCC2CCCC2)c(Br)c1	1.01	3.6	-2.9	-9.9	1.06	-6.0	7.0	-0.9	-2.0
O=C(/C=C/c1c(F)cccc1Cl)Nc1ccc(S(=O)(=O)Nc2ncccn2)cc1	1	-0.4	5.8	-2.6	1.25	-24.8	-14.0	-0.5	-0.7
Cc1ccc(C(=O)OCC(=O)N2CCCC2)cc1	1.05	0.7	-0.5	-3.9	1.02	-2.0	17.1	-5.3	7.1

Screens (PubChem)

These rows are one share of the data; count on the stated rates, not on these rows.
